# Screening results as filed in PubChem BioAssay.
# Neddyl block – inhibitors of cullin neddylation, primary screen, biochemical, TR-FRET, uHTS, NAE and Ubc12. calls only at 25 µM. hit rate 0.58% among 360,000. NEDD8-conjugating enzyme Ubc12 (Homo sapiens) + NEDD8-activating enzyme E1 regulatory …; in the data active means inhibition above about 36%
# SUMO1-SIM PPI – modulators of SUMO1 protein-protein interactions, primary screen, biochemical, uHTS; Small ubiquitin-related modifier 1 (Homo sapiens), P63165; hit rate 0.33% among 360,000; SUMO1 binding to a labelled peptide, TR-FRET, 1 h; inhibition, % at 20 µM; in the data active means inhibition above about 37%
# Target sequence (P63165 whole entry, looked up): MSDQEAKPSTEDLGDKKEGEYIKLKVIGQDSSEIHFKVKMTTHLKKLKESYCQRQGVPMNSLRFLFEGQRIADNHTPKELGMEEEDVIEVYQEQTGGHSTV
# Rpn11 inh – Rpn11 (PSMD14) deubiquitinase inhibitors, primary screen, biochemical, fluorescence polarization, uHTS. 26S proteasome non-ATPase regulatory subunit 14 (Homo sapiens), O00487. human 26S proteasome, Ub4-pepOG fluorescence polarization; 20S core pre-blocked with epoxomicin. calls only at 20 µM. hit rate 0.59% among 360,000;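 active means inhibition at 20 µM, scaled to each plate's controls, above about 33%, limit read from the data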
# Scp-1 inhibitor – Scp-1 phosphatase inhibitors, primary screen, biochemical, colorimetric, uHTS; Carboxy-terminal domain RNA polymerase II polypeptide A small phosphatase 1 (Homo …; Recombinant Scp1, phosphopeptide, malachite green phosphate absorbance; inhibition, % at 20 µM; hit rate 0.88% among 340,000; AID 493091, 2011;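 active means inhibition above about 50% at 20 µM, limit read from the data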;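 further: plate controls were DMSO wells with enzyme for no effect and wells lacking enzyme for full effect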
# Target sequence (Q9GZU7 76-261 limits assumed): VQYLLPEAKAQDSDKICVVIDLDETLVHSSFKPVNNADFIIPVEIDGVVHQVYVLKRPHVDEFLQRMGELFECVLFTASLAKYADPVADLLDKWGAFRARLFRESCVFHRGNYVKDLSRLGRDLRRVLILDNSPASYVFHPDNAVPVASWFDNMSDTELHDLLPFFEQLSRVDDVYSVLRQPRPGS
#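 Test system – truncated SCP-1 phosphatase (76-261aa) · Reagent – Phosphorylated 17-residue peptide substrate · Incubation – 45 min room-temperature reaction, 5 min colour, 30 min stabiliser · Detection – colorimetric phosphate reagent with accelerator and stabiliser, absorbance at 630 nm · Measure – % inhibition at 20 µM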
# NadD inh – inhibitors of S. aureus NadD, primary screen, biochemical, colorimetric, uHTS. Nicotinate-nucleotide adenylyltransferase NadD (Staphylococcus aureus N315). purified NadD enzyme, colorimetric absorbance read-out. inhibition, % at 20 µM. hit rate 0.78% among 360,000. AID 602399, 2012; in the data active means inhibition above about 26%; further: some compounds past the cut are filed as inactive
# LMPTP block – LMPTP phosphatase inhibitors, primary screen, biochemical, fluorescence intensity, uHTS; hit rate 0.22% among 360,000; inhibition, % at 20 µM; Low molecular weight phosphotyrosine protein phosphatase (Homo sapiens), P24666; recombinant LMPTP-A, OMFP fluorogenic substrate;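 active means compounds that cut the enzyme signal by at least half of the control window in the single-dose screen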;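 further: plate controls were DMSO wells with enzyme plus substrate for no effect and substrate without enzyme for full effect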
# Target sequence (P24666 whole entry, looked up): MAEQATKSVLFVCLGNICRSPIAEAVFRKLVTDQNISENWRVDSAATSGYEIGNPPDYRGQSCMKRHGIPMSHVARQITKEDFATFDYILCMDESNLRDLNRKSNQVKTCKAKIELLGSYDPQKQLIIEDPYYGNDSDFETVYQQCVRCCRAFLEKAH
#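 Assay system: LMPTP-A, protein tyrosine phosphatase of low molecular weight / Medium: pH 6.0 Bis-Tris buffer with DTT and Triton X-100 / Schedule: 50 min enzyme reaction at room temperature, protected from light / Measured by: endpoint fluorescence intensity from OMFP dephosphorylation / Read-out basis: % inhibition relative to no-enzyme and uninhibited control wells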
# STEP inh – STEP phosphatase inhibitors, primary screen, biochemical, fluorescence intensity, uHTS; recombinant STEP, OMFP fluorogenic substrate; inhibition, % at 20 µM; hit rate 0.25% among 360,000; AID 588621, 2011;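 active means inhibition at 20 µM, scaled per plate between control wells, above about 37%, limit read from the data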;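 further: 0% = DMSO with enzyme and substrate and 100% = substrate only without enzyme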
#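 System: STEP phosphatase, cell-free reaction; Buffer or medium: Bis-Tris pH 6.0 buffer with DTT, detergent; Incubation: 20 min at room temperature, dark; Measured by: fluorescence, 480/540 nm.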
# Rin1-Abl PPI inh – inhibitors of Rin1-Abl protein binding, primary screen, biochemical, TR-FRET; Tyrosine-protein kinase ABL1 (Homo sapiens) + Ras and Rab interactor 1 (Homo sapiens), …; inhibition, % at 7.35 µM; hit rate 0.4% among 360,000; in the data active means inhibition above about 5%, passing the limit was not always enough
# CSN deneddyl inh – inhibitors of CSN-mediated cullin deneddylation, primary screen, biochemical, fluorescence polarization, uHTS; COP9 signalosome complex subunit 5 (Homo sapiens), Q92905; Purified CSN, SCF-Nedd8-OG deneddylation; inhibition, % at 12.5 µM; hit rate 0.38% among 360,000;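 active means pattern-corrected inhibition above about 35%, with an unprinted fluorescence ratio check between 0.5 and 1.5, limit read from the data, passing the limit was not always enough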;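 further: 0% = enzyme with substrate and 100% = substrate without enzyme; some results filed as inactive read as strong as hits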
# Target sequence (Q92905 whole entry, looked up, one chain of several): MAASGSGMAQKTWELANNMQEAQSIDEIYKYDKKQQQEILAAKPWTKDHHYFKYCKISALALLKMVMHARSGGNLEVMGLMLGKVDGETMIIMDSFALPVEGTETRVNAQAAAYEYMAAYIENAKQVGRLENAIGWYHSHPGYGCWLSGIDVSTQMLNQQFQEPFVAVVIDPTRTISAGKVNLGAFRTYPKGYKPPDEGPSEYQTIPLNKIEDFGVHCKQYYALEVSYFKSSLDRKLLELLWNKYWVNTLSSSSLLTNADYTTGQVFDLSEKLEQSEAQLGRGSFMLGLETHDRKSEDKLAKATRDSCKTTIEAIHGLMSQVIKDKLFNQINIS
#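 test system = HEK293T-derived human Csn5 enzyme | amount = 0.24 nM Csn5 enzyme, final concentration | medium = Tris/NaCl/DTT buffer, pH 7.5 | schedule = 90 min reaction at room temperature | signal = FP | evaluation = inhibition of Csn5 cleavage, % | compound dosing = single dose of 12.5 µM compound with 0.25% DMSO | probe or stimulus = 10 nM SCFSkp2-Nedd8OG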
# DNMT1 block – human DNMT1 methyltransferase inhibitors, primary screen, biochemical, molecular beacon, fluorescence, HinP1I cleavage, uHTS; hit rate 0.83% among 360,000; inhibition (reported as % activation of signal), % at 10 µM; DNA (cytosine-5)-methyltransferase 1 (Homo sapiens), P26358; AID 588458, 2011; in the data active means inhibition above about 50%
# * hit, by the source's call; i = inactive; . = not tested or not shown; + = active, no number.
SMILES,Neddyl block,SUMO1-SIM PPI,Rpn11 inh,Scp-1 inhibitor,NadD inh,LMPTP block,STEP inh,Rin1-Abl PPI inh,CSN deneddyl inh,DNMT1 block
Cc1cc(C)cc(NC(=O)CSc2nnc(Cn3c(=O)sc4ccccc43)n2C)c1,i,-4,i,2,-2,-0.9,1,1,-6,1
O=C(CCNC(=O)c1ccco1)Nc1ccc(Cl)c(C(F)(F)F)c1,i,1,i,-3,-1,1.2,-2,2,1,3
Cc1ccc(CSc2ccc3nnc(-c4ccccn4)n3n2)cc1,i,-5,i,-6,25,0.0,6,-4,-1,1
COC(=O)c1cc(=O)nc2sc(-c3cccs3)nn12,+,-14,i,-4,-2,-0.3,3,-2,6,4
Nc1nc(SCc2nc3sc4c(c3c(=O)[nH]2)CCCC4)n[nH]1,i,0,i,3,6,-9.9,1,-4,4,2
Cc1ccc(NC(=O)c2ccc3c(c2)nnn3C)cc1,i,6,i,-5,-3,-2.1,-1,0,0,0
Cc1n[nH]c2ccccc2c1=O,i,-18,i,-10,4,-1.9,5,-5,1,2
O=c1oc2ccccc2cc1-c1csc(Nc2nc3c(F)cccc3s2)n1,i,-5,i,-4,57*,4.3,0,-5,-3,21
CCn1nc(C(=O)OCc2c(C)noc2C)c2ccccc2c1=O,i,-2,i,0,-3,0.0,1,3,-3,6
Cc1ccccc1CNC(=O)CCCC(=O)n1nc(C)c2ccccc21,i,2,i,-8,-9,-0.1,3,7,3,-3
O=C(O)CSc1nc2sc3c(c2c(=O)n1Cc1ccccc1)CCCCC3,i,8,i,-16,4,1.3,2,1,0,3
Cn1cc([N+](=O)[O-])c(C(=O)N/N=C/c2cc3c(cc2Br)OCO3)n1,i,-22,i,-2,-4,0.3,-1,4,7,-2
CCOC(=O)C1CCN(Cc2nc(-c3ccc(OC)c(OC)c3)no2)CC1,i,-2,i,-1,6,-2.6,-3,-1,-1,-2
O=C(COC(=O)COc1ccc(Cl)cc1)NC1CCS(=O)(=O)C1 (stereo not given),i,-4,i,-2,-3,-0.4,2,-2,-2,0
Cn1nnnc1SCC(=O)Nc1ccc(C(=O)N2CCN(Cc3ccccc3F)CC2)cc1,i,0,i,-8,1,-1.6,3,4,-9,1
COc1ccc(CCNC(=O)c2ccccc2OCc2c(C)noc2C)cc1,i,0,i,-5,-3,-3.6,-3,1,0,5
CC(C)(Cc1ccccc1)/[N+]([O-])=C\c1ccccc1,i,2,i,-3,1,-0.3,1,0,-2,6
c1ccc(-n2nnnc2-c2cnc(-c3ccncc3)nc2-c2cccs2)cc1,i,-1,i,-1,3,0.7,-2,1,3,-3
COc1ccc(/C=C(/NC(=O)c2ccccc2)C(=O)NC(Cc2c[nH]c3ccccc23)C(=O)O)cc1 (stereo not given),i,1,i,-2,4,-0.4,2,-3,3,-1
COc1cc2cc(C(=O)N[C@@H](Cc3ccccc3)C(=O)O)n(C)c2c(OC)c1OC,i,1,i,-4,2,-0.8,-5,-3,1,1

# In the list so far, 4 have a thiophene ring, fused or not:
SMILES,Neddyl block,SUMO1-SIM PPI,Rpn11 inh,Scp-1 inhibitor,NadD inh,LMPTP block,STEP inh,Rin1-Abl PPI inh,CSN deneddyl inh,DNMT1 block
COC(=O)c1cc(=O)nc2sc(-c3cccs3)nn12,+,-14,i,-4,-2,-0.3,3,-2,6,4
Nc1nc(SCc2nc3sc4c(c3c(=O)[nH]2)CCCC4)n[nH]1,i,0,i,3,6,-9.9,1,-4,4,2
O=C(O)CSc1nc2sc3c(c2c(=O)n1Cc1ccccc1)CCCCC3,i,8,i,-16,4,1.3,2,1,0,3
c1ccc(-n2nnnc2-c2cnc(-c3ccncc3)nc2-c2cccs2)cc1,i,-1,i,-1,3,0.7,-2,1,3,-3

# Remaining list, next part
SMILES,Neddyl block,SUMO1-SIM PPI,Rpn11 inh,Scp-1 inhibitor,NadD inh,LMPTP block,STEP inh,Rin1-Abl PPI inh,CSN deneddyl inh,DNMT1 block
Nc1nc(SCC(=O)Nc2ccc(Cl)c([N+](=O)[O-])c2)n[nH]1,i,-26,i,-5,7,-0.8,-1,0,0,0
CC(=O)NC1C(Oc2ccc3c(C)cc(=O)oc3c2)OC(COC(C)=O)C(OC(C)=O)C1OC(C)=O (stereo not given),i,3,i,-7,-3,0.9,2,-2,-5,2
Cc1cc2nnc(SCC(=O)N3CCCCC3)n2c(N)n1,i,1,i,-5,-9,-2.0,1,-2,-1,-5
Cc1ccc2c(c1)N(C(=O)CCC(=O)N1CCC(C(N)=O)CC1)CC(C)O2 (stereo not given),i,3,i,0,-4,-1.1,0,1,-3,-2
O=C(CNC(=S)N(CCCN1CCOCC1)Cc1cccs1)NC1CC1,i,0,i,-5,-1,-1.5,-3,1,1,0
Cc1ccc(-c2cnc(-c3ccncc3)o2)cc1,.,-6,i,0,-1,0.4,1,-5,2,1
CC(C)(C)C(=O)OC/C(N)=N/OC(=O)c1ccc(Cl)cc1,i,8,i,0,3,-0.5,4,0,0,1
Cc1ccc(-n2[nH]c(C)c(/C=N/NC(=O)c3ccc([N+](=O)[O-])cc3)c2=O)c(C)c1,i,-12,i,.,6,-1.2,4,-3,-7,-12
O=S(=O)(CCNCc1cccs1)c1ccc(Cl)cc1,i,-1,i,-4,5,0.0,1,-4,-1,2
COC(=O)c1ccc(S(=O)(=O)N2CCN(CCO)CC2)n1C,i,3,i,-4,3,0.7,-7,1,2,5
Cc1cc(NC(=O)Cn2cnc3c(nnn3-c3ccc(C)c(Cl)c3)c2=O)no1,i,3,i,-3,4,1.7,1,-7,1,0
O=C(NCC1CCCO1)c1cccc(Br)c1 (stereo not given),i,1,i,-3,-6,0.2,-1,3,0,2
O=C(Cc1ccccc1)NCC1CCCO1 (stereo not given),i,-1,i,-5,0,-2.1,-4,1,1,6
Cc1ccc(S(=O)(=O)N(C)c2ccc(OC(C)C(=O)N3CCCC3)cc2)cc1C (stereo not given),i,8,i,5,-6,0.4,0,-1,-2,-1
COC(=O)C(=NNc1c(C)n(C)n(-c2ccccc2)c1=O)C(=O)OC,i,-5,i,-7,-1,-0.5,0,0,-15,2
CC(C)S(=O)(=O)N1CCN(c2ccnc3cc(Cl)ccc23)CC1,i,-3,i,-7,1,4.6,1,-7,0,1
Nn1c(SCC(=O)N2CCCCC2)nnc1-c1ccncc1,i,-1,i,-11,4,-3.3,-2,-1,0,2
CCc1ccc(C=NC23CN4CN(CN(C4)C2)C3)s1,i,-1,i,-3,-8,-9.0,-13,1,-2,3
COc1ccc(/C=C/C(=O)OCC(=O)c2c(N)n(C)c(=O)n(C)c2=O)c(OC)c1,i,-1,i,5,6,-1.1,0,3,5,5
Cc1cc(Cl)c(OCCOCCN2CCCCC2)c(Br)c1,i,2,i,0,-11,-2.9,-1,-1,1,5
CN(C)C(CNC(=O)c1ccc2nccnc2c1)c1ccco1 (stereo not given),i,-18,i,-18,8,0.8,1,2,7,-3
O=c1c(Cc2ccccc2)c(O)ccn1CCc1cnc[nH]1,i,-1,i,-9,-4,-2.2,-5,3,2,0
COc1cccc([C@@H]2Oc3ccc(OC)cc3C(=O)[C@H]2O)c1,.,-4,i,-2,-5,-0.6,-2,-1,2,-1
O=C(O)COc1c(-c2ccccc2)oc2ccccc2c1=O,i,-2,i,-2,-2,-0.6,-3,0,-4,0
C/C(=C\c1cccc(Br)c1)C(=O)c1c(C)cc(C)[nH]c1=O,i,-2,i,-7,-5,-0.5,0,2,-4,-2
Cc1ccc(NCc2nnc(SCC(=O)Nc3cc(C)on3)n2C)cc1,i,-1,i,-5,-2,-1.6,-3,-1,2,-2
NS(=O)(=O)c1ccc(CCNC(=O)c2nc(CS(=O)(=O)c3ccc(Cl)cc3)no2)cc1,i,-2,i,-6,-6,-0.6,-1,-3,0,0
CSc1nc(Oc2ccc3ccccc3c2)c2ccccc2n1,i,-4,i,5,5,1.7,-1,1,-1,-4
C#Cc1ccc([C@H]2C=C(C(=O)OCC=C)O[C@@H](OCCCCO)C2)cc1,i,-3,i,-2,3,-1.3,-3,6,3,-6
O=c1cc(CN2CCN(c3ccccc3F)CC2)c2cc3c(cc2o1)CCCC3,i,-2,i,6,3,-0.2,0,0,-4,4
CC1CCc2cc(F)ccc2N1C(=O)C1(C)CC1(Cl)Cl (stereo not given),i,5,i,-6,-5,0.5,-1,5,3,-1
COC(=O)c1cc(S(=O)(=O)NCc2ccccc2)c[nH]1,i,6,i,-10,-1,-0.9,-2,-2,1,-3
CC(C)C(=O)Nc1ccc2c(c1)C(=O)NC2=O,.,-11,i,-3,-5,-36,-2,1,0,-2
CCOC(=O)C(CCc1ccccn1)c1ccccc1 (stereo not given),i,-3,i,-10,-8,-0.4,-1,5,4,-2
CC(=O)c1cccc(OCc2cc(C(=O)N(C)CCC3CCOCC3)no2)c1,i,3,i,40,-2,-0.3,1,-2,2,2
COc1ccc(NC(=O)CN2C(=O)c3ccccc3S2(=O)=O)cc1OC,i,-2,i,4,-3,-1.6,2,-1,3,1
CC(=O)c1ccc(N(C(=O)CNC(=O)c2cccs2)C(C(=O)NCC2CCCO2)c2ccccc2)cc1 (stereo not given),i,-1,i,-4,1,0.1,-1,0,-2,-2
O=C(NCC(=O)N1CC(O)CC1C(=O)N1CC(O)CC1C(=O)OCc1ccccc1)OCc1ccccc1 (stereo not given),i,1,i,4,1,-0.6,1,0,6,0
COc1ccc(C(=O)Nc2cc(C(=O)c3ccccc3)c(C)oc2=O)cc1,i,-14,i,-8,-5,-1.5,0,-4,1,6
O=[N+]([O-])c1cc(-c2csc(NC(CO)c3nc4ccccc4n3CCOCCO)n2)ccc1Cl (stereo not given),i,-12,i,-6,10,-1.2,0,2,-1,-21
O=C(Nc1cc(C(F)(F)F)ccc1Cl)c1ccc(NC(=O)C(F)(F)F)cc1,i,1,i,-9,-2,3.9,-2,-1,-8,13
O=C1CSC(=S)N1c1ccc(O)cc1,i,1,i,-8,-5,-0.6,-1,-3,-2,1

# An unsorted share of the library (roughly 3.8% active in at least one column).
